TTR transcr act = TTR transcription activators in neuroblastoma reporter cells, primary screen, cell-based, luminescence, SH-SY5Y, TTR promoter Gaussia luciferase; AID 1117267, 2014; 1.3% of 92,000 active; activation, % at 16.7 µM; 100% = recombinant luciferase protein wells;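 active means activation above the mean of all tested compounds plus 3 SD, cut at about 9.5% in these data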;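 further: cells exposed to compounds for one day before reading; 0% = median of all test compound wells on the plate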
Active calls of the source: *. The list is partial; the hit share may differ from the screen's.

| SMILES | TTR transcr act |
| --- | --- |
| COC(=O)C(C)Oc1cc(C)ccc1COc1ccc(-n2nc(C)n(C(F)F)c2=O)cc1 (stereo not drawn) | 4.4 |
| COc1ccc(-n2c(CNC(=O)c3cc(OC)c(OC)c(OC)c3)n[nH]c2=S)cc1 | 0.9 |
| COc1ccc(OC)c(C2=NOC(C(=O)Nc3c(C)n(C)n(-c4ccccc4)c3=O)C2)c1 (stereo not drawn) | -1.3 |
| COc1ccc(CC(=O)N/N=C\c2cc(Br)c(O)c(Br)c2)cc1 | -2.0 |
| O=C(COC(=O)c1ccc(F)c(S(=O)(=O)N2CCOCC2)c1)NC1CCCCC1 | 0.0 |
| Cc1ccc(Nc2cc(=O)n(C3CCCCC3)c(=O)[nH]2)cc1C | -1.6 |
| CCSc1nnc(NC(NC(C)=O)(C(F)(F)F)C(F)(F)F)s1 | -0.7 |
| CCOC(=O)c1csc(-c2ccc(OC)c(OC)c2)n1 | -1.6 |
| CN(Cc1nccs1)C(=O)c1cc(COc2cccc3cnccc23)on1 | -4.3 |
| CS(=O)(=O)N1CCN(c2ccc(NC(=O)c3ccc(-c4ccc(Cl)cc4)o3)cc2)CC1 | -3.7 |
| CCS(=O)(=O)C(C)(CCl)C(=O)Nc1ccc(C(=O)OC)cc1 (stereo not drawn) | 1.0 |
| O=C(NCc1cccs1)C1CCC(CNS(=O)(=O)c2cccs2)CC1 (stereo not drawn) | 3.4 |
| COc1ccc(NS(=O)(=O)c2ccc(N3CCCCC3)c(NC(=O)C(C)NC(N)=O)c2)cc1 (stereo not drawn) | 2.6 |
| CN(CC(=O)Nc1ccccc1Sc1ccccc1)C1CCCCC1 | 2.2 |
| CCC(=O)Nc1ccc(NC(=O)/C=C/c2ccc(Cl)cc2)cc1 | -2.1 |
| O=C(Nc1ccc2nsnc2c1)C1CC1 | 0.2 |
| Cc1ccc(C(O)c2ncc(-c3cccc(C(F)(F)F)c3)[nH]2)c(C)c1 (stereo not drawn) | -1.8 |
| CC(C)(C)c1[nH]c2ccccc2c1/C=N/O | 1.3 |
| Cc1cccc(NC(=O)c2cc(=O)n(Cc3ccccc3)c(=O)[nH]2)c1 | 2.8 |
| Cc1ccc(C)c(C(C)NC(=O)c2ccc(Br)o2)c1 (stereo not drawn) | -1.2 |
| CCc1ccccc1NC(=O)CN(C)C(=O)COC(=O)c1ccco1 | 2.5 |
| N#Cc1ccc(-c2ccco2)nc1SCC(=O)c1ccc(Cl)cc1 | -2.3 |
| CC(=O)N/C(=C/c1ccc(OS(=O)(=O)c2ccc(C)cc2)cc1)C(=O)NCCCO | -0.5 |
| O=C(Nc1ccc(C(=O)N2CCOCC2)cc1)c1ccccc1[N+](=O)[O-] | 0.0 |
| CC(C)(C)c1ccc(C2C3=C(CCCC3=O)NC3=C2C(=O)c2ccccc23)cc1 (stereo not drawn) | -4.8 |
| Cc1sc2nc(SCC(=O)NCc3ccco3)[nH]c(=O)c2c1C | 4.0 |
| Cc1ccc(C(=O)CSc2nc3c([nH]2)c(=O)n(C)c(=O)n3C)cc1 | 5.4 |
| COc1ccc(NC(=O)c2c(N)cnn2C)cc1 | -0.4 |
| COc1ccccc1C(=O)Nc1ccc2c(c1)nc(CCNC(=O)c1ccccc1)n2C | 0.3 |
| CCOc1c(N2CCOCC2)c(=O)c1=O | 0.6 |
| COc1ccc(CN(CC(=O)NC2CCCC2)C(=O)c2ccc(-c3ccccc3)[nH]2)cc1 | 8.2 |
| Cc1ccc(CNc2nc(Cl)c(C#N)s2)cc1 | 1.6 |
| CC(/C=N\N1CCN(c2ccc(Cl)cc2)CC1)=C\c1ccccc1 | -0.3 |
| Nc1cc(C(F)(F)F)ccc1-n1cccc1 | 0.4 |
| Cc1nnc(SCC(=O)OC2CC(C)CCC2C(C)C)[nH]c1=O (stereo not drawn) | -0.1 |
| Fc1cccc(Cc2c(-c3ccccc3)nc3ccc(Cl)cn23)c1 | -1.2 |
| Cc1cccc(N(CC(=O)NC2CCCCC2)C(=O)CCCC(=O)Nc2ccccn2)c1C | -0.1 |
| CCOC(=O)N1CCN(C(=O)NC2CCCCC2)CC1 | 3.5 |
| CCn1c(=O)c([N+](=O)[O-])c(N2CCSCC2)c2ccccc21 | -1.9 |
| Cc1ccc(-c2csc3nnc(SCC(=O)Nc4cccc(C)n4)n23)cc1 | 0.2 |
| C/C(Cn1nnc2ccccc21)=N\OC(=O)c1cc(F)c(F)cc1Cl | 1.1 |
| O=C(CN(Cc1ccco1)C(=O)c1cc(=O)[nH]c2ccccc12)Nc1ccccc1Br | -1.5 |
| O=C(NCCCc1ccccc1)c1cccc(NC(=O)c2ccccc2)c1 | 2.6 |
| Cc1nn(-c2ccc(C(=O)O)cc2)c2c1C(=O)CC(C)(C)C2 | 0.8 |
| Cc1cc(NC(=O)c2ccc3nc(-c4ccccc4)c(-c4ccccc4)nc3c2)no1 | -2.3 |
| CCN(CC)S(=O)(=O)c1cccc(NC(=O)c2ccc(C#N)cc2)c1 | -1.8 |
| Nc1nc(CCl)nc(Nc2cccc3ccccc23)n1 | -1.2 |
| CCOC(=O)c1ccc(N2Cc3ccccc3C2)cc1O | -1.0 |
| O=C(NC1CCC1)C1CCC(=O)N(Cc2ccccc2F)C1 (stereo not drawn) | -2.3 |
| Oc1cccc(-c2csc(C(O)(c3ccccc3)C(F)(F)F)n2)c1 (stereo not drawn) | 2.0 |
| O=C(c1ccc(S(=O)(=O)c2cccc(Cl)c2)c([N+](=O)[O-])c1)N1CCN(Cc2ccccc2)CC1 | -4.3 |
| CC(=O)Nc1cnc(-c2cccc(C(=O)N(C)C)c2)cn1 | 0.1 |
| Cc1ccsc1/C=N/NC(=O)c1cccnc1 | -1.0 |
| C=CCN1CC(COc2ccc(OC)cc2)OCCS1(=O)=O (stereo not drawn) | 0.6 |
| O=C(NCCOCc1ccccc1)C(c1ccccc1)c1ccccc1 | 0.8 |
| CCNC(=O)C1CCN(S(=O)(=O)c2ccc(F)cc2)CC1 | 1.2 |
| COc1ccc(-c2nnc3sc(-c4ccco4)nn23)cc1OC | -1.4 |
| CCc1cccc2sc(N(CCCN3CCOCC3)C(=O)CS(=O)(=O)c3ccccc3)nc12 | -0.5 |
| COc1cc(CNCCCO)ccc1OCC(=O)NC(C)(C)C | -0.7 |
| COc1ccc(CCNC(=O)COC(=O)COc2ccc(C#N)cc2)cc1 | 5.2 |

The list continues:
smiles | TTR transcr act
COC(=O)Nc1ccc2c(c1)N(C(=O)CCN1CCN3CCCC3C1)c1ccccc1CC2 (stereo not drawn) | 1.1
COc1cc2[nH]c(=O)n(CCC(=O)NCCCN3CCN(c4ccccc4F)CC3)c(=O)c2cc1OC | -0.7
CC(C)c1ccc(NC(=O)C2(C)Cc3c(-c4ccc(C(N)=O)cc4)ccnc3O2)cc1 (stereo not drawn) | 0.7
Cc1ccccc1NC(=O)NCCCN1CCN(c2ccccc2)CC1 | -0.3
COc1ccc(C2c3c(ncn(Cc4ccco4)c3=N)Oc3ccc4ccccc4c32)cc1 (stereo not drawn) | -0.5
CCCCC1=CC2=C(c3ccco3)C(=O)C(C)(OC(=O)c3ccc(OC)cc3)C(=O)C2=CN1CCCN(CC)CC (stereo not drawn) | -2.6
O=c1[nH]nc(SCCS(=O)(=O)c2ccc(F)cc2)n1-c1ccc2c(c1)OCCO2 | 1.5
Cc1noc(C)c1C(=O)N(CC(C)C)c1nc2ccccc2s1 | 0.8
CCN(CC)CCCNc1ccc2ncn3c4ccc(O)cc4c(=O)c1c23 | 1.6
CCCCn1nnnc1C1(C)CCC(=O)N1Cc1ccc(C)cc1 (stereo not drawn) | 1.6
Cc1ccc(S(=O)(=O)CCC(=O)Nc2cccc(C)c2)cc1 | 1.7
O=S(=O)(c1ccc(F)cc1)N1CC=C(c2ccccc2)CC1 | -0.5
Cn1cc(CN2CCN(c3ncccn3)CC2)c(-c2cccc(Cl)c2)n1 | 0.6
Cc1cccc(-c2noc(CCCC(=O)N3CCOCC3)n2)c1 | -0.6
COc1cccc(C2CC(=O)Nc3n[nH]c(-c4ccccc4)c32)c1OC (stereo not drawn) | 0.6
Cc1nc2ccccn2c1-c1ccnc(SCc2ccc(Cl)cc2)n1 | 8.0
O=C(CN1C(=O)C2C3CCC(C3)C2C1=O)Oc1ccc2ccccc2c1 (stereo not drawn) | -0.2
O=[N+]([O-])c1ccc2c(c1)OCCOCCOCCOCCOCCOCCO2 | -0.1
COc1ccc(NC(=O)c2ccc3c(c2)C(=O)N(CC2CCCO2)C3=O)c(OC)c1 (stereo not drawn) | -0.5
COc1cccc2cc(C(=O)NCc3ccc(C)cc3)c(=N)oc12 | -0.1
O=C1Nc2ccc(F)cc2C12Nc1ccccc1-c1nnc(SCc3ccccc3)nc1O2 (stereo not drawn) | -0.9
COCc1cc(C)nc(OCC(=O)N/N=C/c2ccc(O)cc2O)c1C#N | -1.6
Cc1ccccc1C(=O)NNC(=O)C1CCN(c2ncccn2)CC1 | -1.3
CCCCCCSc1nsc(N)n1 | -1.8
COC(=O)COc1ccc(S(=O)(=O)N2CCN(c3ccccc3)CC2)cc1 | 2.9
Cc1ccc(C)c(S(=O)(=O)Nc2ccc3scnc3c2)c1 | -0.6
CSc1nsc(SCC(=O)N2CCc3ccccc32)n1 | 1.0
CCCCc1nc2n[nH]c(N)c2c2c1CSC(C)(C)C2 | -3.2
COc1nc2c(C)cccc2cc1-c1noc(-c2ccco2)n1 | 1.4
Cc1noc(C)c1Cn1nc(C(=O)O)c2ccccc2c1=O | -2.7
Brc1cc(-c2ccccc2)nc(-c2ccccc2)n1 | -0.2
CC(=O)N1[C@H](C)C=C[C@]1(Cc1ccccc1)C(=O)O | -2.4
CCCNC(=O)N[C@H]1C=C[C@H](CC(=O)OC)O[C@@H]1CO | -1.1
O=C1CCC[C@H]2C[C@H](NCc3ccccc3F)CC[C@]23CCCN13 | -0.2
Cc1nc2cc(CC(=O)O)ccc2o1 | -1.0
Cc1noc(C)c1S(=O)(=O)Nc1ccc(C(=O)N2CCc3ccccc3C2)cc1 | 0.9
Cc1cccc(Cl)c1NNC(=O)Nc1c([N+](=O)[O-])c(C)nn1C | -1.9
Cc1ccc(S(=O)(=O)Nc2ccc3c(c2)nc(CCN2CCCCC2)n3C)cc1 | -0.9
S=c1nc(C2CCCCC2)[nH]c2ccccc12 | -1.2
CCOc1cc(Br)c(/C=C2/C(=O)N(C)C(=S)N2CC(=O)OC)cc1OC | 3.3
CN1CCN([C@@H]2CS(=O)(=O)N[C@H]2COCc2ccccc2)CC1 | 0.5
CNC(=O)N(O)C1N(NC(=O)Nc2cccc3ccccc23)C(=S)SC1(C)C (stereo not drawn) | 1.9
CCn1cc([N+](=O)[O-])c(C(=O)N2CCCC2)n1 | 2.4
Cn1cnc(S(=O)(=O)Nc2cc(C(F)(F)F)ccc2N2CCOCC2)c1 | -1.9
CN1CCN(NS(=O)(=O)c2cccs2)CC1 | -0.5
COc1ccc(CC(=O)NCc2ccccc2)cc1 | -0.5
COc1ccc(NC(=S)N(CCc2ccncc2)C(C)C)cc1Cl | -0.8
FC(F)Sc1ccc(NC(=S)NC2CCCC2)cc1 | -1.9

7 of the compounds above, with values ahead of the structure.
TTR transcr act | canonical_smiles
0.5 | CN1CCN([C@@H]2CS(=O)(=O)N[C@H]2COCc2ccccc2)CC1
1.9 | CNC(=O)N(O)C1N(NC(=O)Nc2cccc3ccccc23)C(=S)SC1(C)C (stereo not drawn)
2.4 | CCn1cc([N+](=O)[O-])c(C(=O)N2CCCC2)n1
-1.9 | Cn1cnc(S(=O)(=O)Nc2cc(C(F)(F)F)ccc2N2CCOCC2)c1
-0.5 | CN1CCN(NS(=O)(=O)c2cccs2)CC1
-0.5 | COc1ccc(CC(=O)NCc2ccccc2)cc1
-0.8 | COc1ccc(NC(=S)N(CCc2ccncc2)C(C)C)cc1Cl

(next part)
smiles | TTR transcr act
O=c1[nH]c(-c2ccncc2)nc2ccccc12 | -0.7
CN1CCN(S(=O)(=O)c2ccc(Sc3nnnn3-c3ccccc3)c([N+](=O)[O-])c2)CC1 | -4.1
COc1ccccc1CNS(=O)(=O)c1ccc(-n2cnnn2)c(OC)c1 | -0.8
CC(C)(C)c1n[nH]c(=S)n(/N=C/c2cccs2)c1=O | 0.3
Nc1nc(SCCO)[nH]c(=O)c1NC(=O)c1ccccc1F | 20*
COc1ccc(NC(=O)CNC(=O)c2ccco2)cc1 | 0.1
O=C(O)CCC(=O)Nc1ccc(Cc2ccc(NC(=O)CCC(=O)O)cc2)cc1 | 2.4
CCOC(=O)Cc1csc(NS(=O)(=O)c2ccc(OC)cc2)n1 | -2.6
CS(=O)(=O)N(CCc1ccccc1)CC(=O)Nc1ccc(Br)cc1F | 0.5
C/C(Cl)=C\Cn1c(=O)c2c(nc3n2CCS3)n(C)c1=O | 1.7
Cc1ccc(SC[C@H](c2ccccc2)N2CCN(CC(C)C)CCC2=O)cc1 | 0.5
NC(=O)NC(=O)Nc1ccccc1Cl | 0.2
COc1ccc(N(C)S(=O)(=O)c2ccc(Cl)c(C(=O)NCCc3ccc(Cl)cc3)c2)cc1 | 1.0
O=C(/C=C/[C@H]1O[C@@H](n2cnc3c(NC(=O)c4ccccc4)ncnc32)[C@H](O)[C@@H]1O)NCC1CCCO1 (stereo partly drawn) | -0.7
O=C(c1ccccc1F)N1CCN(Cc2ccccc2F)CC1 | -0.8
Cc1ccc2c(Cl)cc(Cl)c(OCC(=O)Nc3cc(S(=O)(=O)N(C)C)ccc3C)c2n1 | -4.1
O=C(CC1C(=O)NCCN1Cc1ccccc1C(F)(F)F)NC1CCCCCC1 (stereo not drawn) | 10*
S=C(NCc1ccco1)Nc1ccc(Cl)c(Cl)c1 | 4.9
O=C(C[C@H]1C(=O)N(Cc2cccnc2)C[C@@H]1Cc1ccccc1)Nc1ccccc1 | 0.8
CC(=O)N1C[C@H]2CON(C)[C@H]2C[C@H]1c1cccc(-c2ccccc2C)c1 | -0.6
N#Cc1nc(-c2cccs2)oc1NCC1CCCO1 (stereo not drawn) | 6.9
CC(=O)Nc1ccc(S(=O)(=O)N2CCN(c3cnn(C)c(=O)c3Cl)CC2)cc1 | -1.8

Single values from the results shown.
Value for CC(=O)N1C[C@H]2CON(C)[C@H]2C[C@H]1c1cccc(-c2ccccc2C)c1 under TTR transcr act: -0.6
Value for O=C(C[C@H]1C(=O)N(Cc2cccnc2)C[C@@H]1Cc1ccccc1)Nc1ccccc1 under TTR transcr act: 0.8

Bioassay records as filed in PubChem.
